High-throughput results as filed in PubChem BioAssay.
KCNH2 3.1 inh: blocks the human KCNH2 3.1 channel isoform. U2OS KCNH2 3.1, thallium flux FluxOr; stronger effect = lower value. activity change, % (tested at about 1.8 µM). hit rate 0.95% among 340,000. AID 720553;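 active means maximum activity change below -70%; inconclusive means maximum activity change from -70% to -50%; inactive means maximum activity change above -50%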;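 further: thallium influx rate constant from kinetic fluorescence after stimulation buffer; on the % scale 0 is the no-effect control and ±100 the full control effect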
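We transduce U2OS cells with the mutant 3.1 virus, culture them overnight, load FluxOr with Red40 quencher for 45 min, then add stimulation buffer and read kinetically for 2 min to derive a normalized rate constant.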
Gal4-VP16 FLuc: Gal4-VP16 reporter inhibition counter-screen; hit rate 3.5% among 310,000; Potency, µM (series often up to 53.6 µM), for inactives: at the highest dose activity, negative = inhibition, hits mostly inhibitors; Drosophila S2 Gal4-VP16 UAS-luciferase, luminescence, 20 h;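 further: Gal4-VP16 expression switched on by copper sulfate through the metallothionein promoter; potency means the concentration at half of the fitted maximal effect; on the % scale 0 is the no-effect control and ±100 the full control effect; nearly all actives have a fitted effect of over 50% in size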
NPC1 prom act: activates the NPC1 promoter | hit rate 2.4% among 320,000 | Potency, µM (titrated, usually from 9.22 µM), for the others: at the highest dose activation, usual class: activators | Huh7 NPC1 promoter luciferase reporter, 24 h | AID 485313;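 further: potency means the concentration at half of the fitted maximal effect; % of control where 0% means no effect; nearly all actives have a fitted effect of over 60% in size; reporter is driven by a mutant NPC1 promoter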
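Stable NPC1-promoter luciferase Huh7 line; cpd (DMSO) 24 h, 37 °C, 5% CO2; Amplite luciferase reagent 10 min RT; luminescence readout. qHTS format.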
Tb PFK block: inhibitors of T. brucei phosphofructokinase; AID 485367; O15648; hit rate 0.17% among 330,000; T. brucei PFK, ADP-Glo luminescence; Potency, µM (highest dose often 57.5 µM), without a hit: top-dose activity, negative = inhibition, usual class: inhibitors;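 further: potency means the concentration at half of the fitted maximal effect; 0% = uninhibited 1x PFK enzyme wells and -100% = no-enzyme wells; nearly all actives have a fitted effect of over 60% in size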
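ADP-Glo luminescence quantified ADP after 45 min at room temperature, with 1.25 nM T. brucei PFK, 0.1 mM ATP and 0.5 mM fructose-6-phosphate in pH 8.0 TEA buffer. qHTS titrations up to 57 µM; curves classified by quality.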
Rab9 prom act: activates the Rab9 promoter. Potency, µM (top dose mostly 9.22 µM), for inactives: at the highest dose activation, negative = inhibition, actives largely listed as activators. AID 485297. Huh7 Rab9 promoter-luciferase reporter, luminescence, 24 h. hit rate 2.8% among 320,000; further: potency means the concentration at half of the fitted maximal effect; % of control where 0% means no effect; nearly all actives have a fitted effect of over 60% in size
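Stable Rab9-luc Huh7, 1500 cells/well, 2 h settle; cmpd in DMSO, 24 h, 37 °C/5% CO2; luciferase reagent 10 min RT; luminescence.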
FBPA coupling cs: counter-screen for Giardia aldolase inhibitors: coupling enzyme system. activity change, negative = inhibition, % at 58.2 µM, hits read low. coupling enzyme system counterscreen, AmpLite Red fluorescence. AID 2472. hit rate 0.67% among 290,000; in the data active means activity change below about -30%; further: on the % scale 0 is the no-effect control and ±100 the full control effect
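Fluorescence at 525 nm excitation and 598 nm emission measured inhibition of the coupled detection system without aldolase. Compounds (at 57.5 uM final) were preincubated 10 min at room temperature with coupling enzyme reagent before a 20 min substrate/AmpLite Red step.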
Giardia kill: Giardia lamblia killing; hit rate 0.15% among 340,000; activity change, % at 7.66 µM, hits read low; Giardia lamblia trophozoite viability; in the data active means activity change below about -80%; inconclusive means between about -30% and that limit;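 further: parasites exposed to compound for two days anaerobically before the ATP read; on the % scale 0 is the no-effect control and ±100 the full control effect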
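Viability, read as ATP luminescence: trophozoites at 100 cells/well, compound added, 48 hrs anaerobic at 37 deg C, then 15-30 min room-temperature development before reading.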
RORgamma inh: inhibitors of mouse ROR gamma transcriptional activity; Drosophila S2 Gal4-RORgamma UAS-luciferase reporter, 20 h; Potency, µM (doses to about 53.6 µM), for the others: at the top dose activity change, negative = inhibition, hits mostly inhibitors; hit rate 5.4% among 310,000; further: potency means the concentration at half of the fitted maximal effect; on the % scale 0 is the no-effect control and ±100 the full control effect; nearly all actives have a fitted effect of over 60% in size
Target sequence (P51450 whole entry, looked up, the tested form may be a part): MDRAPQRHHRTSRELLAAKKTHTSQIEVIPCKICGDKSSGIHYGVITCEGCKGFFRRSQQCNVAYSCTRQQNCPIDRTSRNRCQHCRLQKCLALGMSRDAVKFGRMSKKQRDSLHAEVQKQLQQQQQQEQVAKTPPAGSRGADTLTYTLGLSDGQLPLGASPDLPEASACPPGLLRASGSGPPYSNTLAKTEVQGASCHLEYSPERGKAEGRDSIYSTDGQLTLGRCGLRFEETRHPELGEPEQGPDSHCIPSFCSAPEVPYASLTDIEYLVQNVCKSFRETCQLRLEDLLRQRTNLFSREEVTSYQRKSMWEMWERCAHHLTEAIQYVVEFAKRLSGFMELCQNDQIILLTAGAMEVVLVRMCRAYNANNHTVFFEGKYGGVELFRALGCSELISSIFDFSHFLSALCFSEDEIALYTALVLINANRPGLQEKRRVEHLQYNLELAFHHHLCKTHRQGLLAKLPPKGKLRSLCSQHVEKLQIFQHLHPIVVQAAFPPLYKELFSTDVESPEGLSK
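Luminescence from a UAS-regulated Photinus luciferase reporter in stably transfected Drosophila Schneider cells is measured; decreased signal marks ROR gamma inhibition. Fusion expression is induced by 700 uM copper sulfate for 20 hr.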
uPA surface inh: inhibitors of cell surface uPA generation; cell surface uPA generation assay, qHTS; hit rate 0.31% among 330,000; Potency, µM (top dose mostly 38.3 µM), for the others: at the top dose activity change, negative = inhibition, hits mostly inhibitors; active means well fitted inhibition curve with a large enough effect; inconclusive means small, poorly fitted or top-dose-only effect; inactive means no such curve, though single readings can be large or run the other way; tested in mouse RAW 264.7 cells; further: potency means the concentration at half of the fitted maximal effect; on the % scale 0 is the no-effect control and ±100 the full control effect; nearly all actives have a fitted effect of over 55% in size
FLuc modulator: firefly luciferase modulation, counter-screen for miR-21 project. Potency, µM (titrated, usually from 57.5 µM), for the others: at the top dose activity change, negative = inhibition, usual class: inhibitors. purified FLuc, Km substrates, luminescence inhibition. AID 588342. hit rate 6.9% among 360,000;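 further: potency means the concentration at half of the fitted maximal effect; plate controls were vehicle for no effect and reference inhibitor for full effect; nearly all actives have a fitted effect of over 55% in size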
Target sequence (P08659 whole entry, looked up): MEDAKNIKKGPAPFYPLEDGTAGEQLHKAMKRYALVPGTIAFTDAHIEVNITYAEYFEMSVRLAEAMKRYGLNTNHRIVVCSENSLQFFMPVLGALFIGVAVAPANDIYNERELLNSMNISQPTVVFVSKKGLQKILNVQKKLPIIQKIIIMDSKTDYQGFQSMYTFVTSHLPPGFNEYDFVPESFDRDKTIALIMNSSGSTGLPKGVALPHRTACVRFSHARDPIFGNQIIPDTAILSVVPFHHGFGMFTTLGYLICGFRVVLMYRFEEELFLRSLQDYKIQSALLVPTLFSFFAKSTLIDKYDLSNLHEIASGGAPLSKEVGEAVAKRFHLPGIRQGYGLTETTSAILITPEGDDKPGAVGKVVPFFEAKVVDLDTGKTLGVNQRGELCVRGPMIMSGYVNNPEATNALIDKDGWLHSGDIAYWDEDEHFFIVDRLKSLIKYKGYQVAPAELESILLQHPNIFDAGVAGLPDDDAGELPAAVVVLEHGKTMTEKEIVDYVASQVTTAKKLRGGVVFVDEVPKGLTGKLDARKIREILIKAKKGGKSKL
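Purified P. pyralis luciferase, 10 nM final, with Km-level 10 uM D-luciferin and 10 uM ATP in 50 mM Tris acetate pH 7.5, 10 mM Mg acetate, 0.01% Tween-20, 0.05% BSA; 6-point qHTS titration about 60 µM downward; luminescence read.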
ELG1 genotoxic: genotoxicity induction in ELG1-luciferase HEK293T cells | Potency, µM (highest dose often 46 µM), for inactives: at the top dose activity change, positive = activation, most hits filed as activators | hit rate 1.3% among 330,000 | HEK293T ELG1-luciferase reporter, luminescence, 16 h; further: potency means the concentration at half of the fitted maximal effect; % of control where 0% means no effect; nearly all actives have a fitted effect of over 60% in size
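HEK293T cells expressing luciferase-tagged ELG1 were exposed to compound or DMSO vehicle for 16 hr at 37 °C and 5% CO2. Luciferase activity was then measured with ONE-Glo after 30 min at room temperature.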
The depositor's hits bear a star; u = inconclusive; x = no result given; [ ] = remark or other dose. Unless noted, the call rests on the fitted dose curve; in most records, active means well fitted curve in the direction sought with a large enough effect; inconclusive means small, poorly fitted or top-dose-only effect, or another doubt; inactive means no such curve, though single readings can be large; an effect the other way counts as inactive or inconclusive. Random draw from the library; any-hit rate near 14%.

A first look (4 entries):
structure,KCNH2 3.1 inh,Gal4-VP16 FLuc,NPC1 prom act,Tb PFK block,Rab9 prom act,FBPA coupling cs,Giardia kill,RORgamma inh,uPA surface inh,FLuc modulator,ELG1 genotoxic
O=C(NCc1ccco1)C1CCCN(S(=O)(=O)c2cc(Cl)ccc2Cl)C1 (centres undefined),3,14%,-5%,3%,3%,0,-9,43%,-7%,-2%,0%
COc1cc(C(CCN2CCOCC2)c2c(OC)cc(OC)c3c(-c4ccccc4)cc(=O)oc23)cc(OC)c1OC (centres undefined),-26,-1%[40.7 µM],x,-5%,x,-2,8,u,u,x,2%
O=C(Nc1ccc(C(=O)N2CCCC2)cc1)Nc1ccc(Cl)cc1Cl,1,0%,6%,0%,-4%,-2,-23,36%,8%,1%,0%
Cc1ccc(-c2cc(C(=O)Nc3nccs3)c3ccccc3n2)o1,13,u,-3%,30µM*,-4%,-2,-1,-82%,u,11µM*,-8%

Results, previewed entries included:
structure,KCNH2 3.1 inh,Gal4-VP16 FLuc,NPC1 prom act,Tb PFK block,Rab9 prom act,FBPA coupling cs,Giardia kill,RORgamma inh,uPA surface inh,FLuc modulator,ELG1 genotoxic
O=C(NCc1ccco1)C1CCCN(S(=O)(=O)c2cc(Cl)ccc2Cl)C1 (centres undefined),3,14%,-5%,3%,3%,0,-9,43%,-7%,-2%,0%
COc1cc(C(CCN2CCOCC2)c2c(OC)cc(OC)c3c(-c4ccccc4)cc(=O)oc23)cc(OC)c1OC (centres undefined),-26,-1%[40.7 µM],x,-5%,x,-2,8,u,u,x,2%
O=C(Nc1ccc(C(=O)N2CCCC2)cc1)Nc1ccc(Cl)cc1Cl,1,0%,6%,0%,-4%,-2,-23,36%,8%,1%,0%
Cc1ccc(-c2cc(C(=O)Nc3nccs3)c3ccccc3n2)o1,13,u,-3%,30µM*,-4%,-2,-1,-82%,u,11µM*,-8%
COc1ccc(CCNC(=O)CSCC(=O)Nc2cc(S(C)(=O)=O)ccc2Cl)cc1,-27,x,x,5%,x,x,-8,x,-28%,x,0%
COCC(=O)N(C)C[C@H]1N[C@@](C)(C(=O)OC)[C@H]2C(=O)N(Cc3ccccc3)C(=O)[C@@H]12,30,x,x,3%,x,x,9,x,10%,x,1%
O=C(NNC(=S)Nc1ccccc1)c1ccc2ncccc2c1,-6,-10%,7%,-7%,u,-1,-14,-35%,-2%,u,5%
CC1(C)CC2C1CCC1(O)CC2(C)CCC1N(O)c1ccc(C(=O)NCCO)cn1 (centres undefined),-24,x,0%,7%,-6%,x,-9,x,u,1%,8%
O=C(CNC(=O)c1ccccc1)NC1(C(=O)NC2CCCC2)CCCCC1,-8,-11%,-4%,4%,4%,3,-1,-9%,1%,1%,0%
Cc1cccc(-c2nc(=S)c3c(n2Cc2ccco2)CCCC3)c1,-15,u,-4%,3%,-2%,-1,-15,11µM*,-8%,1%[2.3 µM],-3%
COc1ccc(Cn2cnc3sccc3c2=O)cc1,-1,1%,13%,-12%,6%,-1,u,30%,1%,4%,1%
COC(=O)C1CCCCN1C(=O)CCc1nnc(CCc2c[nH]c3ccccc23)o1 (centres undefined),16,-6%,-23%,7%,-2%,-10,4,-2%,-16%,2%,0%
CC(C)(C)C(=O)OCc1cn(-c2ccc(Cl)cc2)nn1,-9,18%,u,1%,11%,-2,5,34%,-1%,15µM*,u
CC1Sc2ccc(C(=O)Nc3ccc(S(=O)(=O)N(C)C)cc3)cc2NC1=O (centres undefined),-2,x,-1%,1%,-7%,x,-1,x,-3%,-7%,-20%
COc1ccc2c(c1)OC[C@H]1[C@H]2N2C(=O)CN(Cc3ccc(C)cc3)C(=O)[C@@]2(C)[C@H]1c1ccccc1,-89*,x,-3%,6%,-4%,x,-7,x,14%,5%,-3%
C=CCN(CC=C)S(=O)(=O)c1ccc(NC(=S)NC(=O)/C=C/c2ccc(C)cc2)cc1,-21,u,x,x,x,0,-23,10µM*,-2%,5%,x
COc1cc(C=O)ccc1OCCCCOc1ccccc1[N+](=O)[O-],16,3%,0%,4%,1%,2,9,6%,-4%,-29%,1%
CCc1ccc(NC(=O)C2CCN(S(=O)(=O)c3c(C)noc3/C=C/N(C)C)CC2)cc1,3,-4%,-2%,-10%,0%,x,17,18%,-21%,-1%,-11%
COc1ccccc1C1CCN(Cc2cccc([N+](=O)[O-])c2)CC1,u,-3%,6%,-17%,-6%,2,5,-2%,2%,1%,-7%
CNC(=O)NC(=O)C(OC(=O)Cc1cccc(C(F)(F)F)c1)c1ccccc1 (centres undefined),10,-22%,-2%,0%,4%,1,-7,u,-2%,-2%,-6%
O=C(COC(=O)c1cccnc1Cl)NC1CCCc2ccccc21 (centres undefined),2,x,x,u,x,x,24,x,8%,x,2%
Cc1cccc(OCC(=O)NCC(=O)n2nc(C)cc2C)c1,-13,0%,-3%,-1%,2%,1,-4,4%,5%,-3%,2%
COc1ccc2nc(C)cc(SCC(=O)N/N=C/c3c(OC)ccc4ccccc34)c2c1,-3,u,-6%,2%,-6%,4,2,u,2%,9%,12%
CCOC(=O)c1ccccc1NC(=O)c1ccc(NS(C)(=O)=O)cc1,-4,-21%,-5%,-4%,0%,3,-5,-15%,-4%,8%,1%
O=C(c1ccccc1)N1CCCC(C(=O)N2CCc3ccccc3C2)C1 (centres undefined),-2,1%,-2%,4%,12%,0,13,-6%,-7%,5%,3%
CCOC(=O)c1ccc(-c2ccc(/C=N/NC(=O)CN(c3cccc(C)c3)S(C)(=O)=O)o2)cc1,-14,-11%,15%,0%,28%,2,5,18%,-1%,-3%,14%
CCN(CC)c1cc2nonc2c2nonc12,0,-5%,1%,-14%,-9%,4,-15,u,-8%,8%,1%
C/C(CS(=O)(=O)c1ccc(Cl)c(Cl)c1)=N/NC(N)=S,7,-6%,1%,5%,0%,-12,-11,-3%,-9%,4%,-4%
CC(=O)c1ccc(N2CCC(c3cc(-c4ccc(Cl)cc4)n[nH]3)CC2)c([N+](=O)[O-])c1,-24,u,-8%,-1%,-9%,-3,9,-34%,-5%,0%,-5%
O=C(Nc1ccnn1C1CCN(C/C=C/c2ccccc2)CC1)c1ccccc1Cl,-107*,-16%,1%,-5%,-9%,x,0,-6%,-7%,-1%,-3%
COc1ccc(N(CC(=O)Nc2c(C)n(C)n(-c3ccccc3)c2=O)S(=O)(=O)c2ccc(F)cc2)cc1,u,20%,2%,1%,1%,9,-7,14%,3%,0%,0%
Cc1ccc(S(=O)(=O)N2CCOCC2)cc1NC(=O)COC(=O)CCC(=O)c1cccs1,3,4%,0%,2%,7%,x,-5,10%,0%,-1%,2%
COc1ccc(C(=O)Nc2cccc(N(C)S(C)(=O)=O)c2)cc1OC,-15,19%,u,-1%,u,-3,12,19%,-12%,17µM*,16µM*
O=C(c1ccc([N+](=O)[O-])o1)N1CCc2ccccc2C1,11,7%,2%,-2%,1%,1,-86*,-30%,7.1µM*,-3%,-2%
Cc1ccc(C(=O)NCc2ccc3c(c2)CCO3)cc1C,13,3%,27%,-1%,u,0,-11,23%,-6%,u,16%
Cc1nn(CC(=O)NCc2cccs2)c(=O)c2nn(-c3ccccc3)c(C)c12,-3,-4%,0%,2%,0%,-3,22,7%,0%,-4%,1%
NC(=NCCc1c[nH]c2ccccc12)NS(=O)(=O)c1ccc(F)cc1,25,-15%,-4%,4%,-6%,-2,-5,u,-4%,3%,-4%
COc1ccc(-c2cc(=O)oc3cc(OCC(=O)NCC(O)c4ccccc4)ccc23)cc1 (centres undefined),9,1%,2%,0%,-4%,0,-18,-27%,-1%,2%,15%
COc1cccc(C(=O)Nc2ccc3nc(N4CCN(c5ncccn5)CC4)cc(C)c3c2)c1OC,x,-5%,-17%,1%,-13%,-1,x,u,x,x,-12%
CCOC(=O)N1CCN(C(=O)CCSCCc2ccncc2)CC1,5,0%,1%,7%,-3%,9,-8,16%,-2%,1%,-2%
CC1CCN(C(=O)CCNS(=O)(=O)c2ccc3c(c2)oc(=O)n3C)CC1,20,0%,4%,-3%,1%,x,2,-16%,0%,2%,0%
C/C(=N\NC(=O)c1nnn(-c2nonc2N)c1-c1cccs1)c1ccc(O)cc1,-14,-19%,17%,5%,0%,x,-15,19%,11%,5%,-7%
